Screening data as filed in PubChem BioAssay.
Siah-1 displacement – Siah-1 peptide-binding antagonists, primary screen, biochemical, fluorescence polarization, rhodamine-plectin, uHTS (AID 1817) | displacement, % at 20 µM, or IC50 in µM where a hit was titrated | actives 0.02% (n = 290,000) | Siah-1 / rhodamine-plectin peptide fluorescence polarization; higher % means a stronger effect;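 active means displacement of at least 50% at 20 µM, with a fluorescence ratio check between 0.3 and a set limit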;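 further: plate controls were Siah plus tracer with DMSO for no effect and tracer alone without Siah for full effect; strong numbers were not always called active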
XIAP antagonists – XIAP antagonists, biochemical, IAP family, fluorescence polarization (AID 1018); XIAP BIR domain, fluorescence polarization peptide displacement; higher % means a stronger effect; displacement, % at 20 µM; hits with a dose series show IC50 in µM; actives 0.007% (n = 200,000); in the data active means displacement above about 50%; further: a part of the inactive calls stands beside numbers as strong as those of hits
LYP phosphatase – inhibitors of LYP phosphatase, biochemical, fluorescence intensity, uHTS (AID 1779); recombinant LYP phosphatase, fluorescence intensity; higher % means a stronger effect; inhibition, % at 11.5 µM, or IC50 in µM where a hit was titrated; actives 0.054% (n = 290,000); in the data active means inhibition above about 50%;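 further: plate controls were vehicle with enzyme for no effect and no enzyme for full effect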
RSV antiviral HEp-2 – RSV antiviral activity via CPE protection, HEp-2 cells, primary 10 µM value included (AID 2391); HEp-2 cells, RSV-induced CPE inhibition; higher % means a stronger effect; CPE inhibition, % at 10 µM, or IC50 in µM where a hit was titrated; actives 0.13% (n = 310,000); in the data active means a potency from the dose series; inconclusive means CPE inhibition mostly from about 23% at the one dose, without a potency; inactive means the rest, 99 in 100 with CPE inhibition below about 21%; further: strong numbers were not always called active
AID2073 – inhibitors of Mint1-CaV2.2 protein interaction, biochemical, HTRF (AID 2073); Voltage-dependent N-type calcium channel subunit alpha-1B (Homo sapiens); HTRF protein-protein interaction, Mint1-CaV2.2; higher % means a stronger effect; inhibition, % at 20 µM; hits with a dose series show IC50 in µM; actives 0.19% (n = 290,000); in the data active means inhibition mostly above about 51%, no sharp cut-off; inconclusive means no clear call, values can overlap the other calls; inactive means mostly below about 53%; further: some results filed as inactive read as strong as hits
NS5 inhibitors – Dengue-2 NS5 methyltransferase inhibitors, primary screen, biochemical, confirmation dose response (AID 588689); Dengue-2 NS5 methyltransferase capping enzyme assay, biochemical; higher % means a stronger effect; Genome polyprotein (Dengue virus type 2 (strain 16681-PDK53)); actives 0.3% (n = 340,000); inhibition, % at 25 µM, or IC50 in µM where a hit was titrated; in the data active means a potency from the dose series; inconclusive means inhibition above about 29% without an active follow-up result
Large T inhibition – SV40 large T antigen inhibitors, biochemical (AID 1903); inhibition, % at 20 µM; hits with a dose series show IC50 in µM; SV40 large T antigen ATPase/helicase inhibition assay; higher % means a stronger effect; actives 0.39% (n = 310,000); in the data active means a potency from the dose series; inconclusive means inhibition mostly from about 32% at the one dose, without a potency; inactive means the rest, 99 in 100 with inhibition below about 32%; further: strong numbers were not always called active
HIV peptide binding – inhibitors of HIV fusion peptide binding, primary screen, biochemical, uHTS, fluorescence dequenching (AID 1986); cell-free peptide binding, fluorescence dequenching, 30 min; higher % means a stronger effect; inhibition, % at 20 µM; hits with a dose series show IC50 in µM; actives 0.3% (n = 290,000); in the data active means inhibition mostly above about 52%, no sharp cut-off; inactive means mostly below about 76%; further: some results filed as inactive read as strong as hits
MgcRacGAP inhibition – MgcRacGAP GTPase-activating activity inhibitors, confirmation, biochemical, ADP Hunter fluorescence; actives 0.6% (n = 340,000); Rac GTPase-activating protein 1 (Homo sapiens); one-dose inhibition, % at 30 µM; IC50 in µM for titrated hits; MgcRacGAP-stimulated Rac1 GTP hydrolysis, ADP Hunter fluorescence; higher % means a stronger effect; GST-tagged Rac1 F28L mutant substrate;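 active means first-screen hits whose inhibition reached a set limit at any dose in the follow-up dose series; inconclusive means inhibition above the set first-screen limit but never retested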;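 further: fluorescence reports GDP produced by GAP-driven GTP hydrolysis; strong numbers were not always called active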
NS5 inhibitors pilot replicate – recorded beside NS5 inhibitors, whose call it bears; inhibition, %; measured here: pilot screen replicate inhibition
Active calls of the source: *; ? = inconclusive; · = not tested or not shown; & = joins results of further samples.

SMILES	Siah-1 displacement	XIAP antagonists	LYP phosphatase	RSV antiviral HEp-2	AID2073	NS5 inhibitors	Large T inhibition	HIV peptide binding	MgcRacGAP inhibition	others
CC(C)NC(=O)CC(=O)N/N=C/c1cccs1	0%	-4.9%	-2%	0.1%	8%	3%	-7%	-2.1%	5%
O=C(C1CC(=O)N(C2CCCCC2)C1)N1CCN(c2ccccc2)CC1 (stereo not drawn)	13%	·	-2%	1.2%	4%	-5%	22%	0.3%	-1%
O=C(NCCc1ccccc1)c1cccc(Br)c1	-3%	·	-2%	2.4%	6%	1%	-7%	-0.6%	9%
CCOC(=O)c1[nH]c2c(c1-c1ccccc1)C(=O)CC(c1ccc(Cl)cc1)C2 (stereo not drawn)	2%	-3.9%	-5%	-1.0%	-5%	-3%	8%	0.3%	-2%
COc1ccc(NC(=O)c2sc(=S)[nH]c2N)cc1	21%	0.6%	-5%	2.0%	-14%	0%	7.5µM*	1.4%	?
COc1ccc(OCC(=O)NNC(=O)Cc2coc3cc(OC)ccc23)cc1	-1%	-4.6%	0%	0.3%	18%	-8%	15%	10%	-7%
Cc1ccc(NS(=O)(=O)c2ccccc2)c2c1CC(C)(C)O2	2%	-0.3%	-10%	1.0%	12%	1%	-1%	-5.0%	7%
Cc1cc(NC(=O)c2cc(-c3ccncc3)nc3c(C)cccc23)no1	-2%	-4.5%	-4%	-0.8%	21%	7%	-2%	5.1%	-7%
COc1ccccc1-n1c(=O)c2c3c(sc2n2c(SC(C)C)nnc12)CCC3	-5%	-0.8%	4%	9.7%	10%	-2%	13%	-2.9%	15%
COc1ccccc1CNC(=O)c1csc(Cc2ccc(Cl)cc2)n1	5%	-1.9%	-1%	11%	8%	1%	7%	4.5%	-1%
Cc1ccc(C)c(S(=O)(=O)N(C)C2CCS(=O)(=O)C2)c1 (stereo not drawn)	·	·	·	0.8%	·	-1%	12%	·	3%
CN(CC(=O)Nc1c(Cl)cccc1Cl)C(=O)CCc1nc2sc3c(c2c(=O)[nH]1)CCCC3	·	·	·	0.6%	·	-2%	15%	·	9%
Cc1ccc(-n2c(=O)c3sccc3n(Cc3cc(=O)n4cc(Cl)ccc4n3)c2=O)cc1F	-3%	-8.2%	-6%	?	4%	-8%	11%	1.7%	7%
CCN1CCN(c2ncc(C(=O)Nc3c(F)cc(F)cc3Br)c3ccccc23)CC1	-5%	-4.4%	-6%	-0.7%	5%	-2%	5%	-3.8%	-5%
O=S(=O)(Nc1ccc(F)cc1)N1CCCCCC1	-2%	-0.4%	-4%	1.9%	-4%	-8%	12%	-2.0%	8%
COc1ccc(S(=O)(=O)N2N=C(c3ccc(NS(C)(=O)=O)cc3)CC2c2ccco2)cc1 (stereo not drawn)	-10%	-12%	-5%	2.1%	5%	-28%	5%	2.0%	1%
CCCCCC1CC(CC/C(C)=N/NC(N)=O)C(=O)O1 (stereo not drawn)	16%	·	-7%	·	1%	2%	12%	3.1%	6%
CN(C)C(=O)c1cc(C(=O)c2ccccc2Cl)c[nH]1	0%	-2.6%	-10%	0.6%	3%	·	13%	-0.4%	-4%
N#C/C(=C\c1c[nH]c2ccccc12)C(=O)Nc1ncc(Cc2ccc(Cl)cc2Cl)s1	0%	-9.8%	1%	19%	19%	-1%	16%	9.4%	6%
O=C(O)CCCN=CC1=C(O)C(C(=O)c2ccccc2)CCC1=O (stereo not drawn)	-1%	-2.2%	-3%	1.3%	-7%	-5%	8%	4.0%	8%
COc1cccc(CSc2nc3sc(C)c(C)c3c(=O)n2Cc2ccco2)c1	-5%	-6.8%	2%	20%	15%	-5%	2%	0.2%	7%	NS5 inhibitors pilot replicate=-2.7
CC1=CC2=NC(=O)CC(C)(C(=O)N(CC(=O)NC(C)(C)C)Cc3cccs3)N2C=C1 (stereo not drawn)	6%	-1.2%	-10%	0.3%	5%	4%	12%	1.2%	-2%
Cc1ccccc1NC(=O)c1ccc(Cl)c(NC(=O)c2cccnc2)c1	6%	-4.4%	-6%	0.2%	3%	·	-3%	0.9%	·
CCOC(=O)Cc1c(C)nc2c(-c3ccc(Cl)cc3)c[nH]n2c1=O	-1%	-3.1%	-7%	-4.2%	17%	-2%	8%	3.9%	10%
Cn1c(=O)c2c(nc(Sc3ncccn3)n2Cc2ccc(Cl)cc2)n(C)c1=O	-3%	-2.2%	-8%	3.4%	0%	-3%	5%	-0.8%	-5%
COc1ccc(C(=O)n2nc(-c3ccc(OC)cc3)nc2N)cc1	3%	-2.9%	-8%	2.9%	1%	-2%	4%	-1.1%	10%
N/C(=N\O)c1ccc(N2CCN(c3ncccc3C(F)(F)F)CC2)nc1	2%	·	-6%	·	2%	-4%	22%	-0.4%	7%
COc1ccc(-c2c(C(=O)O)c(C(=O)O)c3n2CCC3)cc1	-2%	·	-10%	0.2%	8%	1%	5%	2.5%	9%
CCN(C(=O)CSc1nc2cc(S(=O)(=O)N(CC)CC)ccc2n1CC)C1CCS(=O)(=O)C1 (stereo not drawn)	·	·	·	-0.9%	·	14%	15%	·	1%
COCCCNC(=S)NNC(=O)c1ccc2c(c1)OCO2	0%	-4.6%	0%	-1.4%	-33%	1%	8%	-0.3%	15%
CCN(C(=O)COC(=O)c1cc([N+](=O)[O-])ccc1N1CCOCC1)C1CCS(=O)(=O)C1 (stereo not drawn)	·	·	·	0.2%	·	-3%	11%	·	8%
COC(=O)c1ccc(/C=N/N2CCN(Cc3ccc(C)cc3C)CC2)cc1	-3%	-10%	-4%	1.6%	-16%	-9%	8%	0.9%	-5%
COc1ccc(CCNC(=O)C(=O)NCC2CCCO2)cc1 (stereo not drawn)	11%	-2.6%	-12%	1.2%	-2%	-8%	2%	1.9%	13%
O=C1[C@H](CC[C@H](O)c2ccc(F)cc2)[C@@H](c2ccc(O)cc2)N1c1ccc(F)cc1	0%	-2.7%	1%	19%	7%	·	7%&7%	0.6%	·
CC(=O)c1ccc(Nc2ccc(-c3ccccc3F)nn2)cc1	-5%	-6.3%	2%	-0.8%	28%	-5%	3%	-0.1%	10%
CC(=O)C(Cc1ccccc1)NC(=O)CN1CCN(Cc2ccccc2)CC1 (stereo not drawn)	-10%	-1.1%	-1%	0.3%	1%	-5%	2%	-2.2%	1%

Some of these compounds in order of molecular weight, highest first.
SMILES	Siah-1 displacement	XIAP antagonists	LYP phosphatase	RSV antiviral HEp-2	AID2073	NS5 inhibitors	Large T inhibition	HIV peptide binding	MgcRacGAP inhibition	others
Cn1c(=O)c2c(nc(Sc3ncccn3)n2Cc2ccc(Cl)cc2)n(C)c1=O	-3%	-2.2%	-8%	3.4%	0%	-3%	5%	-0.8%	-5%
O=C1[C@H](CC[C@H](O)c2ccc(F)cc2)[C@@H](c2ccc(O)cc2)N1c1ccc(F)cc1	0%	-2.7%	1%	19%	7%	·	7%&7%	0.6%	·
CC(=O)C(Cc1ccccc1)NC(=O)CN1CCN(Cc2ccccc2)CC1 (stereo not drawn)	-10%	-1.1%	-1%	0.3%	1%	-5%	2%	-2.2%	1%
N/C(=N\O)c1ccc(N2CCN(c3ncccc3C(F)(F)F)CC2)nc1	2%	·	-6%	·	2%	-4%	22%	-0.4%	7%
CC(=O)c1ccc(Nc2ccc(-c3ccccc3F)nn2)cc1	-5%	-6.3%	2%	-0.8%	28%	-5%	3%	-0.1%	10%
COc1ccc(CCNC(=O)C(=O)NCC2CCCO2)cc1 (stereo not drawn)	11%	-2.6%	-12%	1.2%	-2%	-8%	2%	1.9%	13%
COc1ccc(-c2c(C(=O)O)c(C(=O)O)c3n2CCC3)cc1	-2%	·	-10%	0.2%	8%	1%	5%	2.5%	9%

New compounds follow.
SMILES	Siah-1 displacement	XIAP antagonists	LYP phosphatase	RSV antiviral HEp-2	AID2073	NS5 inhibitors	Large T inhibition	HIV peptide binding	MgcRacGAP inhibition	others
COc1ccccc1C(c1nnnn1Cc1ccccc1)N1CCN(C2CCCC2)CC1 (stereo not drawn)	1%	1.4%	-1%	0.2%	-5%	2%	6%	-0.9%	7%
O=C(O)C1C2CCC(C2)C1C(=O)NCc1ccccn1 (stereo not drawn)	-3%	0.8%	-4%	·	38%	6%	8%	5.7%	4%
CC(C)(C)c1[nH]nc2c1C(C1C=CCCC1)C(C#N)=C(N)O2 (stereo not drawn)	-1%	-7.7%	-2%	1.2%	-3%	-1%	8%	1.3%	4%	NS5 inhibitors pilot replicate=0.3
CN1CCN(NC(=O)CN2C(=O)/C(=C/c3ccccc3Cl)SC2=S)CC1	-3%	-3.4%	-5%	1.1%	-18%	4%	12%	7.0%	21%
CN1C(=O)c2ccc(C(=O)Nc3ccccc3O)cc2C1=O	0%	·	-9%	3.1%	20%	-6%	8%	-2.2%	14%	NS5 inhibitors pilot replicate=0.3
COc1ccc(-c2nc(-c3ccc(Br)o3)no2)cc1	-2%	-2.3%	-2%	2.1%	8%	-3%	-7%	-1.6%	5%
CC(=O)NC(CC(=O)N1CCCC1)c1ccccc1 (stereo not drawn)	4%	·	-4%	1.1%	4%	-3%	22%	1.9%	5%
O=C(CN(c1ccccc1F)S(=O)(=O)c1ccccc1)N1CCCCCC1	-6%	-5.8%	-5%	-0.1%	-2%	-4%	3%	0.6%	2%
O=C1CCCN1CC(O)CS(=O)(=O)c1ccccc1 (stereo not drawn)	1%	0.3%	-3%	0.5%	3%	-6%	-1%	-2.6%	3%
CC1C2Cn3c(nc4ccccc43)C1N(C(C)C)O2 (stereo not drawn)	14%	·	-12%	2.8%	4%	0%	16%	0.5%	10%
O=C(Nc1ccc2nsnc2c1)C1CC1	-4%	-3.8%	-8%	-0.1%	6%	7%	23%	-1.0%	5%
CCCC(=O)N(Cc1cc(=O)[nH]c2ccccc12)c1ccc(C)cc1	-3%	·	-7%	6.3%	15%	0%	7%	-0.7%	27%
CCOC(=O)c1nn(-c2cccc(OC)c2)c2nc(Nc3ccccc3)cc(=O)n12	4%	-3.0%	6%	3.2%	24%	12%	3%	1.6%	-1%
O=C(NCc1ccc(Cl)cc1)c1ccncc1	2%	·	-5%	-0.1%	-1%	2%	28%	0.3%	7%
Cc1cc(C(=O)Nc2ccccc2C(=O)O)ccc1NC(=O)COc1cccc([N+](=O)[O-])c1	3%	-16%	-2%	0.5%	9%	-9%	26%	25%	1%
